PGK inhibitor = T. brucei PGK inhibition | P07378 | Potency, µM (titrated, usually from 57.5 µM), without a hit: top-dose activity change, negative = inhibition, usual class: inhibitors | PGK/GAPDH coupled, Kinase-Glo luminescence, 60 min | actives 0.043% (n = 380,000); further: potency means the concentration at half of the fitted maximal effect; on the % scale 0 is the no-effect control and ±100 the full control effect; nearly all actives have a fitted effect of over 60% in size
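Luminescent ATP detection (Kinase-Glo Plus) follows a 60-minute room-temperature incubation, with wells lacking PGK as controls. Buffer: 100 mM TEA (pH 7.6), 5 mM MgCl2, 0.01% Tween-20. Coupling enzyme GAPDH (100 nM final) supplies unstable 1,3-BPG in-well.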
BAZ2B inh = BAZ2B (human) inhibition | actives 4.4% (n = 360,000) | Potency, µM (highest dose often 114 µM), without a hit: top-dose activity change, negative = inhibition, actives largely listed as inhibitors | AlphaScreen BAZ2B-H3K14Ac peptide displacement | AID 504333; further: potency means the concentration at half of the fitted maximal effect; on the % scale 0 is the no-effect control and ±100 the full control effect; nearly all actives have a fitted effect of over 60% in size
Target sequence (Q9UIF8 whole entry, looked up): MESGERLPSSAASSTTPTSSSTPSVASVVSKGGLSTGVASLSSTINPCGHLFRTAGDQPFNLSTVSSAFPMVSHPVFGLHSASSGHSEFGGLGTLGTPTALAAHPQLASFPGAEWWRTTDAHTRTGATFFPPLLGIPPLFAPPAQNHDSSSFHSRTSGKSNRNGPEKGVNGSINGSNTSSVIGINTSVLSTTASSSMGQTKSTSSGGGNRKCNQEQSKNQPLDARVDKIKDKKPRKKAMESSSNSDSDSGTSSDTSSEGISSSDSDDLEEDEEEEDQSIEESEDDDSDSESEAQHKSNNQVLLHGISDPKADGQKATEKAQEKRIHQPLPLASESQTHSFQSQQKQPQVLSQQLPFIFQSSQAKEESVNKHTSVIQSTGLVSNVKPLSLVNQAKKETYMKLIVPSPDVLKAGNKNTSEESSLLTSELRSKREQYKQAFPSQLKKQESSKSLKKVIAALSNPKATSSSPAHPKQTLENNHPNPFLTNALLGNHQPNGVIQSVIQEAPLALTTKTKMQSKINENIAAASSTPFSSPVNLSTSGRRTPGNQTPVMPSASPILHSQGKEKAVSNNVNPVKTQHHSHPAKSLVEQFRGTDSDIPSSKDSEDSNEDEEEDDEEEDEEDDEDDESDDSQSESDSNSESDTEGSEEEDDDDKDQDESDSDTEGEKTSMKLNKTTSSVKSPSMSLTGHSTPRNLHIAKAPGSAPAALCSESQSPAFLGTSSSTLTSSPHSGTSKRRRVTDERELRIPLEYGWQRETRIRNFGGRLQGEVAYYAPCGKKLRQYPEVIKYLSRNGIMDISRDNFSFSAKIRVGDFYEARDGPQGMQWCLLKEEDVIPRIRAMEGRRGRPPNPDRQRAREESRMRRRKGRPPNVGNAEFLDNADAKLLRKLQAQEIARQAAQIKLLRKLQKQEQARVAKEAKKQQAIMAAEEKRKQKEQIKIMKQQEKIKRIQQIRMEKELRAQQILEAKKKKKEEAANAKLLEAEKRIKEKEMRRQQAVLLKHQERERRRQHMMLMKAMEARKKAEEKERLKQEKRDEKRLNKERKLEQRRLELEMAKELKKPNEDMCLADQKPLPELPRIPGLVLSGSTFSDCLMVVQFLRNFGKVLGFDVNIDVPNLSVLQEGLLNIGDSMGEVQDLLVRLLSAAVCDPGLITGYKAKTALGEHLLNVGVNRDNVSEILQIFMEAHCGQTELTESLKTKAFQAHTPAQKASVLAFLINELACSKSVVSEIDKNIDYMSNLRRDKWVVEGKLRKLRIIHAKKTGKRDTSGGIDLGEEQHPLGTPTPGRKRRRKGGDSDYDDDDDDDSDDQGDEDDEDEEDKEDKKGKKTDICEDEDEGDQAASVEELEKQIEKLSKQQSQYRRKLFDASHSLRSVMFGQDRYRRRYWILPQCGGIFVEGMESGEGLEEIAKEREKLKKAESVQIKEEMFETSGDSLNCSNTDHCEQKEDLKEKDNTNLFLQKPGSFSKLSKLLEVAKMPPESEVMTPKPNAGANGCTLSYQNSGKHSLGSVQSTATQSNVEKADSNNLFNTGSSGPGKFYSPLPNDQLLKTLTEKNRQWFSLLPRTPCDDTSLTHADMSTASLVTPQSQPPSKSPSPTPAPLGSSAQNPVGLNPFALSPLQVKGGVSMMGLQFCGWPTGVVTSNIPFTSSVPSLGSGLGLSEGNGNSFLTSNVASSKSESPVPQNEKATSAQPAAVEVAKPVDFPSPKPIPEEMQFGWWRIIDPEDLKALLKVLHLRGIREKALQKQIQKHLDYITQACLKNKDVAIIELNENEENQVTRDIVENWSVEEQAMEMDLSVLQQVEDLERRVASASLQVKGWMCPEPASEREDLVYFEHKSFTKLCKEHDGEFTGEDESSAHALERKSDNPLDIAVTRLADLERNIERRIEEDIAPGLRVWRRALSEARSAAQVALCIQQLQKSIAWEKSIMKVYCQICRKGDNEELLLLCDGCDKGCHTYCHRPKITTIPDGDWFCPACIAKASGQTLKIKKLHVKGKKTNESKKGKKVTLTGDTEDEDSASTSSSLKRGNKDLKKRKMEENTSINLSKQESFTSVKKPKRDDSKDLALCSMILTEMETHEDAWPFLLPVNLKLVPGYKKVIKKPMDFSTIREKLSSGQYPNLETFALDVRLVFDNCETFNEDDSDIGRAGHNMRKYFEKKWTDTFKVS
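BAZ2B 50 nM plus b-H3(5-23)K14Ac 50 nM, PBS pH 7.4/0.01% Tween-20, 30 min RT; compound added (max 110 uM), 30 min RT; streptavidin donor/Ni-chelate acceptor beads 10 ug/mL final, 20 min dark; AlphaScreen read.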
GLS inh = inhibitors of human glutaminase (GLS); O94925; GLS enzymatic activity, qHTS titration; Potency, µM (series often up to 45.5 µM), without a hit: at the top dose activity change, negative = inhibition, hits mostly inhibitors; actives 0.21% (n = 410,000); AID 624170; further: potency means the concentration at half of the fitted maximal effect; on the % scale 0 is the no-effect control and ±100 the full control effect
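Human kidney-isoform GLS in 45 mM KH2PO4 pH 8.2, 0.02% Tween-20, with compound, started with 1mM L-Glutamine (added stock). Glutamate oxidase/HRP/Amplex red coupled fluorescence read at start and after 30 min at RT.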
PI4K2A inh = PI4K2A (human) kinase inhibition. actives 0.13% (n = 420,000). purified PI4K2A, ADP-Glo luminescence, 1 h; hits give low values. activity change, negative = inhibition, % at 76.9 µM; in the data active means activity change below about -50%; inconclusive means mostly about -30% to -49%;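 further: -100% = wells without enzyme as full effect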
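ADP-Glo luminescence measured ADP generated by PI4K2A enzyme (4 ug/mL before mixing) with 1.2 mM PI substrate (pre-mix) and 300 microM ATP (pre-mix). Tris pH7.5 buffer with MgCl2, Triton X-100; 1 h reaction at ambient temperature.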
HP1b chromo inh = inhibitors of HP1-beta chromodomain binding to methylated histone tails; P83916; AlphaScreen HP1-beta / biotin-H3K9me3 peptide binding; Potency, µM (top dose mostly 114 µM), for the others: at the highest dose activity change, negative = inhibition, most hits filed as inhibitors; actives 0.56% (n = 390,000); further: potency means the concentration at half of the fitted maximal effect; nearly all actives have a fitted effect of over 70% in size; inactives centre near 23
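HP1-beta protein (50 nM final) preincubated 30 min at room temperature with biotinylated H3(1-18)K9me3 peptide (50 nM) in PBS pH 7.4, 0.01% Tween-20, then compound added for 30 min. AlphaScreen streptavidin donor/nickel chelate acceptor beads (10 ug/mL final), 30 min dark, luminescence read.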
ERG-DNA inh = inhibitors of human ERG Ets domain-DNA interaction; P11308; fluorescence polarization, His-ERG Ets domain / labelled DNA; Potency, µM (series often up to 76.9 µM), for the others: top-dose FP activity, negative = inhibition, most hits filed as inhibitors; actives 0.028% (n = 370,000); AID 624246; active means well fitted inhibition curve with a large enough effect in the polarisation, with a control signal flat; inconclusive means small, poorly fitted or top-dose-only effect, or effect the other way, or a change in a side signal; inactive means no such curve, though single readings can be large or run the other way; the % refers to the polarisation;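 further: polarization taken with two DNA probes labelled with fluorescein and Texas red; potency means the concentration at half of the fitted maximal effect; % of control where 0% means no effect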
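His-tagged ERG Ets domain (1 uM in the protein solution; 300mM KCl, 50mM Tris-HCl, 1mM EDTA, 1mM DTT, pH 7.5) received compound, then a probe mix of 5 nM fluorescein-DNA and 100nM Texas-615-DNA. Fluorescence polarization was read for both dyes.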
Pin1 inhibitor = blocks the human prolyl isomerase Pin1 | Q13526 | Pin1 FP peptide displacement, HiFluor488, 10 min | Potency, µM (highest dose often 115 µM), inactives show at the top dose activity, negative = inhibition, most hits filed as inhibitors | actives 0.009% (n = 390,000) | AID 504891; active means well fitted inhibition curve with a large enough effect in the polarisation, with a control signal flat, not every such curve was filed as active; inconclusive means small, poorly fitted or top-dose-only effect, or effect the other way, or a change in a side signal; inactive means no such curve, though single readings can be large or run the other way; the % refers to the polarisation; further: potency means the concentration at half of the fitted maximal effect; on the % scale 0 is the no-effect control and ±100 the full control effect
G9a block = inhibitors of human histone lysine methyltransferase G9a; AID 504332; actives 8.8% (n = 350,000); G9a H3K9 monomethylation, AlphaScreen, 2 h; Q96KQ7; Potency, µM (series often up to 102 µM), without a hit: at the top dose activity, negative = inhibition, most hits filed as inhibitors; further: potency means the concentration at half of the fitted maximal effect; on the % scale 0 is the no-effect control and ±100 the full control effect; nearly all actives have a fitted effect of over 75% in size
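AlphaScreen detection with an anti-monomethyl H3K9 antibody quantified product after a 2 h room-temperature reaction containing 500 nM biotinylated H3K9 peptide, 20 µM SAM and 20 nM enzyme, which had been preincubated 15 min with compound.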
JMJD2A Tudor = blocks the human JMJD2A Tudor domain | Potency, µM (doses to about 114 µM), without a hit: at the highest dose activity change, negative = inhibition, most hits filed as inhibitors | O75164 | AlphaScreen JMJD2A-Tudor / H3K4me3 peptide binding | AID 504339 | actives 4.4% (n = 390,000); further: potency means the concentration at half of the fitted maximal effect; on the % scale 0 is the no-effect control and ±100 the full control effect; nearly all actives have a fitted effect of over 50% in size
The depositor's hits bear a star; i = inactive; u = inconclusive; x = no result given; [ ] = another dose, or the depositor's remark. Unless noted, the call rests on the fitted dose curve; in most records, active means well fitted curve in the direction sought with a large enough effect; inconclusive means small, poorly fitted or top-dose-only effect, or another doubt; inactive means no such curve, though single readings can be large; an effect the other way counts as inactive or inconclusive. Compounds were not picked by outcome; any-hit rate near 11%.

The opening 2 compounds, to show the layout:
nr	mol	PGK inhibitor	BAZ2B inh	GLS inh	PI4K2A inh	HP1b chromo inh
1	C/C=C(/C)C(=O)Nc1cccc(C2=NOC3(C2)C[C@H](C(N)=O)N(C(=O)Cc2ccc([N+](=O)[O-])cc2)C3)c1 (stereo partly specified)	-4%	-5%	-5%	3	31%
2	Cc1cc(C)c(C)c(S(=O)(=O)N2CCN(C(=O)C3CSC4(C)CCC(=O)N34)CC2)c1C (stereo unspecified)	-1%	-4%	11%	-8	-10%

nr	ERG-DNA inh	Pin1 inhibitor	G9a block	JMJD2A Tudor
1	0%	5%	-4%[59 µM]	-10%
2	4%	-1%	-18%	-22%

The list itself, from the start:
nr	mol	PGK inhibitor	BAZ2B inh	GLS inh	PI4K2A inh	HP1b chromo inh
1	C/C=C(/C)C(=O)Nc1cccc(C2=NOC3(C2)C[C@H](C(N)=O)N(C(=O)Cc2ccc([N+](=O)[O-])cc2)C3)c1 (stereo partly specified)	-4%	-5%	-5%	3	31%
2	Cc1cc(C)c(C)c(S(=O)(=O)N2CCN(C(=O)C3CSC4(C)CCC(=O)N34)CC2)c1C (stereo unspecified)	-1%	-4%	11%	-8	-10%
3	Cc1ccc(N(C)/N=C/c2ccc(Cl)cc2Cl)nn1	-7%	5%	-1%	1	42%[activator]
4	CS(=O)(=O)N1CCN(C(=O)c2cc3ccccc3oc2=O)CC1	14%	-6%	2%	0	28%
5	CCN(C(=O)CSc1nc2ccccc2n1CC(=O)Nc1ccccc1C)c1ccccc1	-1%	u	-6%	2	13%
6	CC1=C(C(=O)OCc2ccc(C)cc2)C(c2ccc(O)c([N+](=O)[O-])c2)NC(=O)N1 (stereo unspecified)	-2%	0%	-6%	4	15%
7	Cc1ccc(S(=O)(=O)N2CCOCC2)cc1NC(=O)CN1C(=O)CN(C)C1=O	13%	-5%	4%	0	25%
8	COc1ccc(NC(=O)c2ccco2)cc1NC(=O)COc1ccc(C)c(C)c1	3%	u	6%	0	26%
9	Nn1c(SCC(=O)Nc2ccc(OC(F)F)cc2)nnc(Cc2ccccc2)c1=O	-7%	3%	2%	-3	28%
10	CC(C)c1ccc(S(=O)(=O)Nc2ccc3c(c2)OCO3)cc1	7%	x	9%	1	35%
11	COC(=O)N[C@@H]1C[C@H]2[C@@H]3CC[C@H]4C[C@@H](OC)CC[C@]4(C)[C@H]3CC[C@]12C	-9%	-15%	0%	0	49%[activator]
12	COc1ccccc1C(=O)NC1CCSc2ccccc21 (stereo unspecified)	i	-20%	-14%	-1	40%
13	CN1CCN(c2ccc(C(CC(N)=O)NC(=O)Cc3ccc(Br)cc3)cc2[N+](=O)[O-])CC1 (stereo unspecified)	0%	-4%	-2%	-1	27%
14	CCOc1ccc(CNC(=O)c2ccc3[nH]c(C)c(C)c3c2)cc1OC	i	u	7%	-4	20%
15	CSc1ncc(Cl)c(C(=O)Nc2ccccc2Cl)n1	i	-6%	1%	-6	21%

nr	ERG-DNA inh	Pin1 inhibitor	G9a block	JMJD2A Tudor
1	0%	5%	-4%[59 µM]	-10%
2	4%	-1%	-18%	-22%
3	-4%	-3%	32%	1%
4	-6%	3%	-31%[12.7 µM]	1%
5	3%	-1%	-7%[12.7 µM]	-24%
6	0%	-1%	42%[activator]	-1%
7	-10%	4%	6%[0.501 µM]	-14%
8	1%	u	-5%[59 µM]	-30%
9	-3%	3%	-4%	-7%
10	-15%	u	x	-21%
11	-4%	3%	4%[0.501 µM]	-5%
12	19%	6%	21%	-16%
13	-5%	-1%	-45%[12.7 µM]	-6%
14	5%	4%	-34%[59 µM]	-34%
15	8%	6%	19%[59 µM]	-2%

(next part)
nr	mol	PGK inhibitor	BAZ2B inh	GLS inh	PI4K2A inh	HP1b chromo inh
16	CN(C)S(=O)(=O)c1ccc(Nc2nc(C3CC3)nc3c2nnn3Cc2ccccc2Cl)cc1	-1%	-28%	-1%	2	20%
17	Cc1cc(N2CCN(C(=O)c3ccco3)CC2)n2nc(C)c(-c3ccccc3)c2n1	i	-3%	-25%	0	9%
18	COCCN(CC(=O)Nc1cccc(C)c1C)C(=O)c1cc(-c2cccs2)nn1-c1ccccc1	-5%	-28%	9%	-3	20%
19	COc1ccc(C(=O)N2CCN(c3cccc(C)c3C)CC2)cc1S(=O)(=O)NC1CC1	i	-9%	10%	-2	-14%
20	COc1ccc(C(=O)C[n+]2ccc(N)c(C)c2C)cc1	i	-16%	0%	0	49%[activator]
21	CCc1cccc(CC)c1NC(=O)c1ccc2c(c1)CCN2S(=O)(=O)c1ccccc1	8%	1%	0%	-1	7%
22	COc1ccc2c(c1)cc(CNc1ccc(OC)c(OC)c1)c(=O)n2CC(=O)Nc1ccc(F)cc1	-2%	u	-7%	5	2%
23	COC(=O)c1cc(-c2ccc(OC)cc2)nc2nc(SC)[nH]c(=O)c12	-9%	1%	-28%	-6	54%[activator]
24	COc1ccccc1OCCNC(=O)CCNC(=O)c1ccccc1OC	-10%	4%	-1%	-5	38%
25	CC(=O)Oc1ccc(-c2csc(Nc3ccc(S(N)(=O)=O)cc3)n2)cc1	-1%	-8%	6%	0	-5%
26	CCCCn1c(SCC(=O)Nc2cc(C(F)(F)F)cc(C(F)(F)F)c2)nnc1C(CC)N(C)C (stereo unspecified)	1%	-31%	13%	-1	-2%
27	O=S(=O)([O-])CCC[N+]1(CC#Cc2ccccc2)CCCCC1	-6%	-16%	u	5	12%
28	Cc1cc(OCC(=O)NCC2CCC(C(=O)O)CC2)c2c(C)cc(=O)oc2c1 (stereo unspecified)	i	2%	5%	-1	15%
29	CN1CCC(N(C)C(=O)c2ccc(Cl)c(S(=O)(=O)N(C)c3ccc(Cl)cc3)c2)CC1	3%	x	-7%	-2	15%
30	O=C(CSc1cn[nH]n1)Nc1nc2ccccc2s1	4%	-1%	4%	-2	34%[activator]

nr	ERG-DNA inh	Pin1 inhibitor	G9a block	JMJD2A Tudor
16	-3%	96%[activator]	1%	-23%
17	-11%	20%	-35%[12.7 µM]	-23%
18	7%	19%	-3%[12.7 µM]	-17%
19	0%	-3%	-34%	-32%
20	0%	-14%	x	1%
21	-3%	7%	2.5µM*	-12%
22	-1%	-2%	2.8µM*	-34%
23	23%	-2%	-5%	-19%
24	8%	0%	17%[12.7 µM]	-4%
25	8%	-5%	-34%	u
26	2%	u	-1%[59 µM]	-24%
27	-15%	-6%	1%[59 µM]	u
28	-6%	-5%	17%[12.7 µM]	-18%
29	2%	-2%	x	-15%
30	1%	6%	40µM*	-13%

Full records as entered above. Values in the order: PGK inhibitor	BAZ2B inh	GLS inh	PI4K2A inh	HP1b chromo inh	ERG-DNA inh	Pin1 inhibitor	G9a block	JMJD2A Tudor
`Nn1c(SCC(=O)Nc2ccc(OC(F)F)cc2)nnc(Cc2ccccc2)c1=O` as listed: -7%	3%	2%	-3	28%	-3%	3%	-4%	-7%
`CN1CCN(c2ccc(C(CC(N)=O)NC(=O)Cc3ccc(Br)cc3)cc2[N+](=O)[O-])CC1` (stereo unspecified) as listed: 0%	-4%	-2%	-1	27%	-5%	-1%	-45%[12.7 µM]	-6%

Next part
nr	mol	PGK inhibitor	BAZ2B inh	GLS inh	PI4K2A inh	HP1b chromo inh
31	CC(=O)c1cc(-c2ccccc2)n(CC(=O)NC2CCCC2)c1C	i	u	1%	0	27%
32	CC1(C)CC(=O)N(c2ccccc2)C1(C)O (stereo unspecified)	2%	26%	5%	5	26%
33	CCCc1cc(=O)[nH]c(SCC(=O)NC)n1	-8%	-4%[57.1 µM]	-5%	5	29%
34	COc1ccc(N2C(=O)C3NN=C(C(=O)OCc4ccccc4)C3C2=O)cc1 (stereo unspecified)	i	1%	11%	7	29%
35	CC(=C/c1ccccc1)/C=N/n1cnnc1	-4%	-11%	x	4	54%[activator]
36	C=C1CSc2nc(=O)c3c4c(sc3n21)CCCC4	-5%	4%	3%	4	32%
37	CCc1ccc(C2=C/C(=C/c3cccnc3)C(=O)O2)cc1	i	7%	-4%	1	69%[activator]
38	COc1ccc(-n2cc(CNCCCn3ccnc3)c(-c3cccc(F)c3)n2)cc1	-8%	u	6%	-2	7%
39	COc1ccc(-c2c(-c3cc(OC)cc(OC)c3)n(C)c3ccc(-c4cc(F)cc(OC)c4)cc23)cc1	2%	3%	1%	1	21%
40	CC(C)CCNC(=O)c1c[nH]c2ccc(S(=O)(=O)N3CCC4(CC3)OCCO4)cc2c1=O	-2%	0%	4%	7	4%

nr	ERG-DNA inh	Pin1 inhibitor	G9a block	JMJD2A Tudor
31	4%	-3%	-7%[59 µM]	-8%
32	-1%	-5%	47%	-11%
33	2%	-6%	11%	-8%
34	-1%	3%	-3%	-14%
35	10%	-6%	15%[0.501 µM]	9%
36	-15%	u	-8%[59 µM]	-11%
37	2%	0%	1%[59 µM]	14%
38	1%	1%	2%[0.501 µM]	u
39	-4%	11%	11%[0.501 µM]	-19%
40	10%	13%	-16%	-22%
